Screening data (PubChem)
TRPN1 ag = agonists of zebrafish TRPN1 channel; HEK293 zebrafish TRPN1-YFP, Fluo-8 calcium fluorescence; 100% = response to 87 µM carbachol; activation, % at 3 µM; 220,000 compounds, 0.18% hits; AID 1424;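 active = activation above its plate's cutoff, the mean activation of test wells on that plate plus 3 SD, cut at about 19% in these data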;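 note: 0% = DMSO alone and 100% = 87 µM carbachol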
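Control set: carbachol 87 µM as high control, DMSO as low control; system: HEK293 stable line with zebrafish TRPN1-YFP; read-out: % activation versus carbachol response; detection: intracellular calcium fluorescence with Fluo-8; doses: single test compound dose, 3 µM nominal, 0.3% DMSO; schedule: dye 1 h 37 °C plus 30 min RT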
TNF death inh = blocks TNF-alpha induced death of Jurkat FADD-/- cells. Jurkat FADD-/- TNF necroptosis rescue, ATP luminescence, 24 h; 0 = TNF only, 100 = no-TNF cells. activation (protection from cell death), % at 10 µM. 220,000 compounds, 0.068% hits;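 active = activation, meaning protection from cell death, of at least 50% relative to plate controls; inactive = activation below 50%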;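 note: necroptosis triggered by 40 ng/mL TNF-alpha added together with compound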
CHOP inhibitor = CHOP inhibition in unfolded protein response. CHO-K1 CHOP-promoter luciferase, tunicamycin-induced, 15-18 h. inhibition, % at 10 µM. 220,000 compounds, 3.8% hits. AID 2732;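 active = compounds that reduced the stress-induced luciferase reporter signal by more than about 70% of percent inhibition, limit read from the data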;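 note: 0% = tunicamycin plus vehicle and 100% = wells without tunicamycin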
BaF3 tox = parental Ba/F3 viability inhibition as JAK2V617F counter-screen; CellTiter-Glo ATP luminescence; inhibition, % at 5.6 µM; 220,000 compounds, 1.1% hits;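 active = inhibition above a per-campaign cutoff, the mean inhibition of all tested compounds plus 3 SD, cut at about 27% in these data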;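 note: 0% = DMSO wells and 100% = JAK Inhibitor I control wells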
PPC-1+TRAIL kill = kills PPC-1 cancer cells in the presence of TRAIL; PPC-1 cells + TRAIL, ATPLite viability luminescence; cell killing (% activity), % at 4 µM; 220,000 compounds, 0.41% hits; AID 1443;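 active = cell killing above 50% in the first pass at 4 µM, then a duplicate retest at 5 µM averaging 50% or more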;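 note: plate controls were cells with TRAIL plus DMSO for no effect and medium-only wells lacking cells for full effect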
Wee1 degr inh = human Wee1 degradation inhibition, primary screen; P30291; 220,000 compounds, 1.2% hits; reporter increase, % at 5 µM; AID 1321; HeLa Luc-Wee1K328M stability, luciferase luminescence; 100% = proteasome inhibitor MG132 effect;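 active = activation above the mean of all tested compounds plus 3 SD, set per screening run, cut at about 8.8% in these data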;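 note: cells exposed to compound for 20 h before luminescence read; 0% = DMSO alone and 100% = MG132 at 30 µM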
Target sequence (P30291 whole entry K328M): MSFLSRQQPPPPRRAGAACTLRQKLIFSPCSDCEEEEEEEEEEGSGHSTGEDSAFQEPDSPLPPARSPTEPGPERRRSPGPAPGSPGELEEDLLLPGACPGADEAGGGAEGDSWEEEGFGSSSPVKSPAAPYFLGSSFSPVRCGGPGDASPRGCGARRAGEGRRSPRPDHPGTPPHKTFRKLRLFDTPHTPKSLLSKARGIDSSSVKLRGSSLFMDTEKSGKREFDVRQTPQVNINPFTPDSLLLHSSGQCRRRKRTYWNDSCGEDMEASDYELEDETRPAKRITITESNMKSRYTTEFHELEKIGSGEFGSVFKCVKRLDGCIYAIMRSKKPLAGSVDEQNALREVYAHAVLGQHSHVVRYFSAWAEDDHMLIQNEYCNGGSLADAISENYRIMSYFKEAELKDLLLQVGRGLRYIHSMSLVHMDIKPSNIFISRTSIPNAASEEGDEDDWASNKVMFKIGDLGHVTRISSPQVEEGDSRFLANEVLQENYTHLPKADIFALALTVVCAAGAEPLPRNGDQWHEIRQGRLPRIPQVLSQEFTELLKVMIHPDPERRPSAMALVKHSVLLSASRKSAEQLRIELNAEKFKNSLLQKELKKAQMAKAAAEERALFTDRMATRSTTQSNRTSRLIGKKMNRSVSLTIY
RBBP9 inh = inhibitors of human serine hydrolase RBBP9 | O75884 | recombinant RBBP9, FP-Rh probe fluorescence polarization | inhibition, % at 7.94 µM | 220,000 compounds, 0.2% hits;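 active = inhibition above the campaign mean of all tested compounds plus 3 SD, cut at about 14% in these data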;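 note: plate controls were DMSO wells with RBBP9 for no effect and wells lacking RBBP9 protein for full effect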
Target sequence (O75884 whole entry, looked up): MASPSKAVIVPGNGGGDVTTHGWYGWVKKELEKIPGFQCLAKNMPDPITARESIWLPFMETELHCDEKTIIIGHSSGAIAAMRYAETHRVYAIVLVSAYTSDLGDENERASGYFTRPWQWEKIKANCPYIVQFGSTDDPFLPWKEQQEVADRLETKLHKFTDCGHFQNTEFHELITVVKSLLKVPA
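System: RBBP9 protein | Quantity: 2.5 µM RBBP9 dispensing solution, before mixing | Reagent: FP-Rh probe, 375 nM dispensing solution | Timing: Enzyme-compound preincubation 30 min, then probe labeling 45 min, 25 °C | Measured by: Fluorescence polarization | Read-out: % inhibition | Replication: One well per compound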
TRPML3 ag = agonists of human TRPML3 channel; activation, % at 3 µM; 220,000 compounds, 0.29% hits; HEK293 TRPML3-YFP, Fluo-8 calcium fluorescence; 100% = the carbachol control signal; AID 1448; Q8TDD5;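 active = activation above its plate's cutoff, the mean activation of the plate's test wells plus 3 SD, cut at about 12% in these data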;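 note: 0% = DMSO only wells and 100% = carbachol wells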
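Test system: HEK293 cells stably carrying human TRPML3-YFP; Doses: single dose, 3 µM final nominal compound, 0.3% DMSO final; Schedule: dye loading 1 h 37 °C then 30 min ambient, 125 s read; Technique: Fluo-8 calcium fluorescence; Benchmarks: high control carbachol 87 µM, low control DMSO.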
Ba/F3 V617F tox = reduce viability of Ba/F3 cells dependent on JAK2V617F | AID 1446 | inhibition, % at 5.6 µM | 220,000 compounds, 1.1% hits | Ba/F3 EpoR-JAK2V617F viability, ATP luminescence;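 active = inhibition above the campaign mean plus 3 SD over all tested compounds, cut at about 24% in these data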;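 note: cytokine-independent growth of Ba/F3 cells driven by EpoR plus mutant JAK2; 0% = DMSO-treated cells and 100% = JAK inhibitor I control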
Active calls of the source: *; [ ] = dose if it differs, or a comment. Compounds were not picked by outcome; overall some 6.8% were active at least once.

compound,RBBP9 inh,CHOP inhibitor,TRPML3 ag,BaF3 tox,Ba/F3 V617F tox,TNF death inh,PPC-1+TRAIL kill,Wee1 degr inh,TRPN1 ag
CCCCNC(=O)CSc1nc2ccccc2c(=O)n1CCNC(C)=O,12,-9,0.1,5,-3,-2.4,-12,0,1.8
COc1ccccc1CNC(=O)C1CCN(C(=O)NC2CCCCC2)CC1,-2,5,1.4,4,-2,1.5,-12,-1,0.7
Cc1ccc(N/N=C2\CC(=O)c3ccccc32)cc1Cl,3,18,0.8,3,3,-10,9,-3,0.5
c1ccc(-c2cc(N3CCCCC3)nc(-c3ccccc3)n2)cc1,-5,31,0.3,3,-4,-2.1,13,4,1.2
COc1ccc(/C=N/NC(=O)c2ccccc2O)cc1Cn1cc(Cl)cn1,2,-13,0.4,1,1,-0.9,6,4,1.4
CCOP(=O)(OCC)c1nc(-c2ccc(C)cc2)oc1NCc1ccccc1,-1,8,-0.8,8,0,2.6,18,-1,-1.6
CCOC(=O)c1[nH]c(C)c(/C(O)=C2\C(=O)C(=O)N(CCN3CCOCC3)C2c2ccco2)c1C (configuration not stated),-2,18,1.4,7,1,0.2,20,-3,0.5
Cc1ccc(-c2ccc(/C=C3\SC(N4CCOCC4)=NC3=O)o2)cc1,0,-21,0.0,11,-3,-5.7,18,-3,-0.4
CCn1c(CNS(=O)(=O)c2ccc(Cl)cc2)n[nH]c1=S,-17,1,0.3,12,5,-0.4,18,-3,0.1
CC(C)N(C(=O)CSc1nnc(NC(=O)C2CCC2)s1)C(C)C,-7,2,-0.4,5,-2,-6.5,11,-3,1.2
CSc1cccc(NS(=O)(=O)c2ccccc2)c1,-5,58,-1.1,2,-2,0.9,27,-2,-2.1
Cc1ccc(Cc2c(C)nc3nc(SCC(=O)NCCCN4CCOCC4)nn3c2C)cc1,1,15,0.9,8,5,0.4,13,-1,0.7
O=C(O)CSc1nnc(-c2cc3ccccc3o2)n1-c1ccccc1,-6,-19,0.2,0,-5,0.0,-6,-2,-1.0
COc1cc(NS(=O)(=O)c2ccc(NC(=O)CN3C(=O)c4ccccc4C3=O)cc2)ncn1,-4,22,-0.9,6,1,0.8,22,1,0.6
COc1ccc(C2=NOC(C(=O)NCc3ccc(F)cc3)C2)cc1 (configuration not stated),-3,-9,0.2,4,-3,-8.6,19,-3,0.6
CCCc1nnc(NC(=O)C(=O)NCCN(C)C)s1,-15,10,0.8,-3,-2,2.3,2,0,-0.7
COc1ccccc1CNC(=O)c1cccs1,-1,-15,0.1,3,6,0.8,14,-1,0.0
COc1ccccc1Nc1nnc(Cc2ccccc2)c(=O)[nH]1,-6,10,0.7,-1,0,-0.6,18,2,0.1
CCOC(=O)C1=C(CC)OC(N)=C(C#N)C1c1ccc(OC)cc1OC (configuration not stated),-6,-18,3.0,2,1,-0.5,30,3,1.7
Cc1ccc(S(=O)(=O)N(C)CC(=O)N2CCc3ccccc32)cc1,-4,-23,0.9,6,0,-1.2,-3,0,-1.3
CCC(C)NC(=O)CC(NS(=O)(=O)c1ccc(C)cc1)c1ccc(OC)cc1 (configuration not stated),-4,12,-0.7,2,-4,-1.0,12,3,-1.0
O=S(=O)(Nc1ccc(S(=O)(=O)N2CCOCC2)cc1)c1ccccc1,-1,28,0.6,6,-2,-1.6,10,-1,1.3
Cc1cn(C2OC(COC(=O)c3ccccc3)C(O)C2O)c(=O)[nH]c1=O (configuration not stated),1,16,0.7,-1,-3,1.1,2,3,1.0
Cn1cccc1Cc1nnc(SCC(=O)NCc2ccco2)n1CCc1ccccc1,-5,-8,-0.8,11,6,0.3,-6,-2,0.5
CC1=CCC(C(=O)O)C(C(=O)O)C1 (configuration not stated),-3,3,0.4,1,-2,1.1,1,6,0.5
COc1ccc(OC)c(C2C(C(=O)Nc3ccc(F)cc3)=C(C)Nc3nc(CCCO)nn32)c1 (configuration not stated),-3,-9,0.9,5,-3,0.7,15,-2,-1.0
Cc1cc(C)c(C#N)c(Nc2ccccc2)n1,-1,8,0.3,-2,-1,-2.0,32,0,-1.1
CC(=O)Nc1nc(COc2ccccc2)cs1,-9,2,0.3,4,-2,4.5,-2[5 µM],1,-1.1
CC1CCCCN1C(=O)c1cc(F)c(F)cc1Cl (configuration not stated),-3,24,0.2,1,-2,-1.9,-1,3,-0.4
CCCn1c(CCC(=O)O)ccc1-c1ccc(F)cc1,0,12,1.1,6,1,0.4,2,-2,-1.7

Just Wee1 degr inh, TRPML3 ag and TNF death inh (5 entries from above):
compound,Wee1 degr inh,TRPML3 ag,TNF death inh
CCC(C)NC(=O)CC(NS(=O)(=O)c1ccc(C)cc1)c1ccc(OC)cc1 (configuration not stated),3,-0.7,-1.0
O=S(=O)(Nc1ccc(S(=O)(=O)N2CCOCC2)cc1)c1ccccc1,-1,0.6,-1.6
Cc1cn(C2OC(COC(=O)c3ccccc3)C(O)C2O)c(=O)[nH]c1=O (configuration not stated),3,0.7,1.1
Cn1cccc1Cc1nnc(SCC(=O)NCc2ccco2)n1CCc1ccccc1,-2,-0.8,0.3
CC1=CCC(C(=O)O)C(C(=O)O)C1 (configuration not stated),6,0.4,1.1

An excerpt from above in order of their number in Wee1 degr inh, descending:
Structure | Wee1 degr inh
c1ccc(-c2cc(N3CCCCC3)nc(-c3ccccc3)n2)cc1 | 4
CC(=O)Nc1nc(COc2ccccc2)cs1 | 1
CCCc1nnc(NC(=O)C(=O)NCCN(C)C)s1 | 0

(cont.)
compound,RBBP9 inh,CHOP inhibitor,TRPML3 ag,BaF3 tox,Ba/F3 V617F tox,TNF death inh,PPC-1+TRAIL kill,Wee1 degr inh,TRPN1 ag
COc1ccc(OCCCSc2ncccn2)cc1,-6,13,-0.4,3,-1,-3.5,-1,1,-1.0
Cc1noc(NS(=O)(=O)c2ccc(NC(=O)C(CC(C)C)N3C(=O)c4ccccc4C3=O)cc2)c1C (configuration not stated),1,-1,0.7,2,-1,1.5,-4,-1,-0.2
O=c1[nH]c(SCCOc2ccccc2F)nc2ccccc12,3,2,0.1,0,-4,0.8,1,-5,-0.7
COC(=O)c1ccccc1NC(=O)c1ccco1,-9,21,-1.1,5,0,-5.2,1,-2,-0.5
CSc1ccccc1NC(=S)Nc1ccc(S(N)(=O)=O)cc1,8,27,0.8,7,0,0.8,16,-1,2.0
c1ccc(CNc2nnnn2-c2ccccc2)cc1,-3,24,1.9,7,1,-1.2,6,-1,2.1
CCN(CC)CCN(Cc1cc2cc(C)c(C)cc2[nH]c1=O)C(=S)NCc1ccco1,-3,33,0.8,-1,-1,1.8,2,0,-0.7
Cc1oc2cc(O)cc(C)c2c(=O)c1-c1cnn(-c2ccccc2)c1,3,44,-0.3,4,-2,-1.2,24,2,0.3
COc1ccc(S(=O)(=O)n2nc(-c3ccc(Cl)cc3)cc2N)cc1,-13,38,-1.3,3,3,-6.7,12,6,-0.7
CCOC(=O)c1oc2ccccc2c1NC(=O)c1cccc(OC)c1,2,-23,-0.4,6,0,-0.1,9,2,-1.2
CN1CCN(c2ccc(Cl)cc2NC(=O)c2ccc(=O)n(C)n2)CC1,-7,-20,0.3,10,2,1.0,9,-1,0.2
COc1ccc2c(c1)c(CC(=O)Nc1ccccc1OC)c(C)n2C(=O)c1ccc(Cl)cc1,-9,7,0.3,6,3,3.3,9,1,0.3
CCOc1cc(/C=N\NC(N)=O)cc(Br)c1OC(C)C,-7,12,0.1,4,1,-1.5,24,-2,-0.4
CC(=O)Nc1cc(C)nn1-c1nc(C)cc(C)n1,-7,-2,0.7,-3,-5,-0.7,-1,-1,-1.1
O=C(CN(Cc1ccco1)C(=O)CCC(=O)Nc1nccs1)NCc1ccccc1,-3,-2,-0.1,2,-4,1.1,10,2,1.0
O=C(COc1ccccc1Cl)Nc1ccc(CN2CCCCC2)cc1,4,22,4.2,3,1,1.5,16,0,10
CC(C)(C)c1ccc(-c2nn(CCC#N)cc2/C=N/O)cc1,-2,14,-0.4,2,-4,0.7,-13,3,-0.9
COc1ccc(N2C(=O)CS/C2=N\C(=S)Nc2ccccc2)cc1,-7,-2,-0.3,-2,-2,1.9,14,-3,0.0
O=C(O)c1sccc1SCc1ccc(Cl)cc1Cl,-10,17,0.0,6,-2,-3.0,-5,-1,0.4
O=C1OCC2=C1C(c1ccc3c(c1)OCO3)Sc1ccccc1N2 (configuration not stated),5,41,0.2,8,1,-1.9,-1,1,0.6
CC1(C)Cc2c(c(-c3ccco3)[nH]c(=O)c2C#N)CS1,-2,-11,1.2,1,-4,1.8,25,-1,2.4
